# Source: PubChem BioAssay
# HSF1 activator: HSF-1 activators, primary screen, NIH3T3-HGL cells, MG132 stress, luminescence, single point; AID 504408, 2011; NIH3T3-HGL HSF-1 luciferase reporter, 8 h; 100% = twice DMSO control signal; hit rate 1.7% among 300,000; activation, % at 9 µM;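 active means mean replicate activation of at least 50% with a set share of replicates each reaching 50%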;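 further: 0% = median of the neutral control wells and 100% = twice that signal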
# HSP90 inh: HSP90 inhibitors, primary screen, cell lysate, luminescence; Heat shock protein HSP 90 (rabbit reticulocyte lysate; luciferase refolding); Rabbit reticulocyte lysate, luciferase refolding luminescence, 3 h; inhibition, % at 5.6 µM; hit rate 0.91% among 290,000;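 active means inhibition above the screen-wide mean plus 3 SD, computed separately per campaign, cut at about 16% in these data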;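 further: 0% = DMSO wells and 100% = 60 µM geldanamycin wells; inhibitors lower the luminescence because luciferase stays unfolded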
# SKKanGAS inh: S. pyogenes SKKanGAS growth inhibitors in kanamycin, primary screen, streptokinase expression inhibitor project, SKKanGAS strain, BacTiter-Glo luminescence. 6 h. inhibition, % at 7.5 µM. hit rate 1.3% among 300,000. AID 1662, 2009;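 active means mean replicate score, as percent of positive control median, at least 50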;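 further: strain carries kanamycin resistance gene driven by streptokinase promoter and grows in 40 µg/ml kanamycin; loss of luminescence reflects streptokinase promoter inhibition or plain growth inhibition; 0% = median of DMSO wells and 100% = positive control at its reference dose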
# IEC-6 cytotox: cytotoxicity in IEC-6 intestinal epithelial cells, primary screen, cytotoxicity control for KLF5 inhibitor project, cell-based, luminescence; IEC-6 cytotoxicity, luminescence viability; AID 1825, 2009; hit rate 0.78% among 290,000; inhibition, % at 5 µM; in the data active means inhibition above about 22%;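 further: 0% = plate median of test compound wells and 100% = cytotoxic reference compound wells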
# KLF5 inhibitor: KLF5 expression inhibitors, primary screen, DLD-1 cells, luminescence; DLD-1 KLF5 promoter-luciferase reporter; hit rate 0.23% among 290,000; inhibition, % at 5 µM;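 active means inhibition above a per-plate limit of that plate's mean compound inhibition plus 3 SD, cut at about 60% in these data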;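 further: 0% = DMSO wells and 100% = LY294002 at 200 µM; higher means less KLF5 promoter-driven luciferase light; inactives centre near -14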
# HSF1 inhib: HSF1 inhibitors in luciferase reporter cells, primary screen, cell-based, NIH3T3, luminescence; NIH3T3-HGL HSE-luciferase, MG132-induced, luminescence 8 h; active compounds read low; activity change, negative = inhibition, % at 7.5 µM (by protocol); hit rate 0.77% among 300,000;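 active means more than half of replicate wells show activity change below -50%, luminescence cut by over half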;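 further: luciferase reports HSF-1 transcriptional activity via heat shock element; 0% = median of DMSO wells and -100% = zero luminescence signal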
# AI-2 QS modul: Vibrio harveyi AI-2 quorum sensing modulators, primary screen, JMH597 strain, luminescence/OD600 ratio; activity change, % at 7.5 µM; hit rate 0.4% among 300,000; Vibrio harveyi JMH597 AI-2 luminescence/OD600 ratio, 9 h; active compounds read low; strain lacks LuxN and CqsS sensors; 0 = neutral-control median; AID 2094, 2009; in the data active means activity change below about -75%, passing the limit was not always enough;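 further: luminescence divided by OD600 gain over 9 h not by final OD600 alone; inactives centre near 13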
# HIF act: HIF pathway transcriptional activators, primary screen, cell-based, U2OS HRE-luciferase, luminescence | hit rate 0.32% among 300,000 | U2OS HRE-luciferase reporter; normalized: DMSO 0%, desferrioxamine 100% | activation, % at 7.5 µM (by protocol);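 active means mean activation of at least 10% of the iron chelator positive control signal, with at least half of replicates also reaching 10%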
# Platelet DG rel: inhibitors of platelet dense granule secretion, primary screen, cell-based, MLPCN, human platelets | human platelet-rich plasma, SFLLRN dense granule ATP release, luminescence | hit rate 0.22% among 300,000 | inhibition, %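 (compounds screened at 7.5 µM in platelet-rich plasma)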;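 active means mean replicate score, as percent of positive control, at or above 50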
# aSyn 5UTR inh: MLPCN primary screen, SNCA 5' untranslated region; AID 1813, 2009; hit rate 0.82% among 300,000; inhibition, % (tested at 7.5 µM); alpha-synuclein 5'UTR reporter, inhibitor activity; in the data active means inhibition above about 60%;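 further: H4 neuroglioblastoma cells stably carrying SNCA 5'UTR luciferase fusion; 0% = DMSO wells and 100% = positive control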
# Active calls of the source: *; . = not tested or not shown.
SMILES,HSF1 activator,HSP90 inh,SKKanGAS inh,IEC-6 cytotox,KLF5 inhibitor,HSF1 inhib,AI-2 QS modul,HIF act,Platelet DG rel,aSyn 5UTR inh
O=C(N/N=C/C=C\c1cccc([N+](=O)[O-])c1)c1ccccn1,-13.5,0.6,-8.9,0.0,1.7,-10.8,4.2,0.0,-1.6,-25.8
Cc1cc(C)n(-c2nc3ccccc3c3nc(C)nn23)n1,6.8,-1.6,7.9,-7.6,-19.0,6.1,8.4,-0.1,-3.7,8.7
CCCCCC(=O)Nc1cc(S(=O)(=O)N2CCOCC2)ccc1N1CCCCC1,3.3,.,-10.7,.,.,1.9,29.4,-0.6,1.0,-1.4
CC(=O)c1cccc(NC(=O)c2onc(C)c2Cl)c1,1.4,1.5,-2.5,3.6,-49.0,1.5,17.4,0.6,-5.5,5.2
O=C1NC(=O)C(CC(=O)N(Cc2ccco2)C2(C(=O)NC3CCCC3)CCCCC2)N1 (configuration not stated),-0.6,2.2,12.7,-6.5,-8.7,-4.5,17.2,-29.5,-5.5,-6.9
Cc1c(C(=O)O)cccc1-n1c(C)cc(/C=N/Nc2ccc([N+](=O)[O-])cn2)c1C,4.3,-2.3,-3.5,-2.7,-117.5,-1.3,49.9,0.4,2.3,-57.1
Cc1cc(N)n(-c2ncnc3scc(-c4ccccc4)c23)n1,16.9,2.1,-1.5,3.7,-4.0,7.0,18.8,0.3,-0.7,12.7
Cc1ccc(C)c(N2CCN(C(=S)NC3CCCCC3)CC2)c1,8.5,0.4,2.0,4.8,3.4,-0.3,20.4,-1.4,3.0,42.2
O=C(Nc1ccc2c(c1)CCC2)C1CCN(c2ncccn2)CC1,7.1,-1.7,0.2,-3.8,-9.1,10.4,27.0,0.2,-3.5,-33.6
O=C(Nc1ccc(F)cc1)C1CC(=O)n2c(nc3ccccc32)N1 (configuration not stated),-14.2,-1.3,-1.1,-1.6,10.6,-6.9,20.7,0.0,-2.0,-3.5
CC(C)c1ccc(-n2cccc2/C=C2/C(=N)N3C=CSC3=NC2=O)cc1,-9.2,32.1*,94.1*,-3.0,-7.4,-7.9,12.4,0.2,-0.7,-11.0
CCCCn1c(N)c(N(CCOC)C(=O)c2ccc(S(=O)(=O)N3CCC(C)CC3)cc2)c(=O)[nH]c1=O,-6.5,.,-6.6,.,.,-4.6,6.8,0.4,7.0,6.4
CCOC1=NN(c2ccc(Cl)cc2)C(=O)/C1=C\N(C)C,-13.7,-1.9,1.0,-5.0,-7.3,-0.7,0.7,0.0,-8.3,12.7
Cc1csc(NC(=O)c2ccco2)n1,5.3,-3.6,1.3,-3.7,-63.5,12.7,2.0,1.2,10.1,-72.2
COc1ccc(CN2CCN(Cc3ccco3)CC2)cc1OC,27.0,3.1,0.2,-8.7,-15.0,-0.3,7.5,-2.0,9.5,8.8
O=C(Nc1cccc(O)c1)c1ccccc1,13.6,-1.5,1.8,-2.0,-34.2,1.1,19.3,1.8,-1.1,-30.8
CCOC(=O)c1c(C)[nH]c(C(=O)/C(C#N)=C/c2ccc(OC)c(OC)c2)c1C,22.0,-2.3,7.0,1.7,3.0,-3.8,11.4,0.0,8.0,-1.1
COc1ccc(CSc2nc3ccccc3c(=O)[nH]2)cc1F,12.5,0.0,11.8,5.9,-28.2,2.9,6.3,-0.4,-3.7,-3.5
O=C1c2ccccc2NC(c2ccccc2)N1CCCN1CCOCC1 (configuration not stated),-8.1,5.4,0.5,-0.8,12.7,7.1,4.3,0.9,-4.9,-4.5
CCCCC(=O)NC(=S)Nc1nnn(CCC)n1,6.4,0.9,-0.5,-1.8,-12.8,-4.8,-22.9,-0.6,1.2,3.4
COc1ccccc1N(CC(=O)NC(C)(C)C)C(=O)CCC(=O)Nc1ccccn1,-8.8,-0.6,-5.1,-0.7,-33.5,-5.5,8.4,-0.1,-2.2,-0.3
CCOC(=O)c1c(C)[nH]c(C(=O)Nc2ccc(NC(C)=O)cc2)c1C,-9.9,2.3,20.1,3.7,-13.1,-1.2,14.9,-2.7,-1.3,89.5*
CCC(c1nnc(SCC(=O)Nc2c(F)cccc2F)n1Cc1ccccc1)N(C)C (configuration not stated),15.6,-2.7,4.9,2.1,-20.5,-1.0,16.4,-0.6,0.5,1.8
C/C(Cl)=C/Cn1c(SCc2ccc(Cl)cc2)nc2c1c(=O)[nH]c(=O)n2C,1.0,-2.2,0.8,3.4,2.0,0.8,14.4,0.1,-0.9,22.0
O=C(O)c1ccc(Nc2nc3ccc(Cl)cc3[nH]2)cc1,2.1,-5.4,1.8,5.6,-33.1,0.7,2.4,0.2,2.0,0.4
O=C1c2ccccc2C(=O)N1CCCCSc1nc2ccccc2c(=O)n1CCCN1CCOCC1,10.2,5.8,-8.8,5.7,1.8,-1.8,0.9,-0.3,2.5,26.8
COc1ccc2c(c1)CCC1=C2NC(=S)NC1c1ccc(N(C)C)cc1 (configuration not stated),2.9,-0.2,6.2,-0.9,-5.2,3.4,45.8,1.6,-5.3,-2.7
CC1CN=C(N(C(=O)Nc2ccccc2)c2ccc(F)cc2)S1 (configuration not stated),0.8,-1.7,3.1,-0.4,-8.6,-1.1,12.4,.,0.0,-7.0
Nn1c(SCC(=O)NC2CCS(=O)(=O)C2)nnc1-c1cccs1 (configuration not stated),6.9,-0.5,5.3,-2.2,-19.5,3.6,36.7,0.4,6.5,1.3
CN(C)C(=O)CSc1n[nH]c(-c2ccco2)n1,4.3,-1.3,12.2,-2.3,-20.3,-6.5,25.4,-0.5,2.9,-7.6
CCSc1nc2c(c(=O)[nH]c(=O)n2C)n1CC(O)COc1ccccc1C (configuration not stated),4.7,-2.3,-15.4,-4.0,15.4,-0.5,14.9,-0.9,1.6,21.8
Cc1ccc(-n2c(Cc3cccn3C)nnc2SCC(=O)Nc2cc(C)on2)cc1,-5.6,0.1,-4.6,-1.6,-14.2,0.7,12.6,0.4,-2.4,-0.3
O=C(CSc1ncn(-c2ccccc2)n1)Nc1ccc2c(c1)OCO2,9.2,-2.1,-7.5,-7.3,-9.8,0.5,22.3,2.0,5.8,6.2
CCc1ccc(NC(=O)C(=O)NCCN2CCN(S(=O)(=O)c3ccccc3)CC2)cc1,5.6,4.7,-6.8,-1.1,1.3,7.5,4.3,0.3,3.7,13.2
COc1ccc(CCNC(=O)c2cc(CC(C)C)on2)cc1OC,-17.9,-4.2,-3.7,-5.1,-10.3,1.4,18.7,-0.4,3.9,1.2
O=C(Nc1c2c(nn1-c1cccc(Cl)c1)CS(=O)(=O)C2)c1cccs1,3.9,-3.2,-4.9,-3.4,-15.1,-4.7,24.1,-0.1,2.7,-27.1
[O-][N+]1=C2CCC/C(=N\O)C2=NC12CCCCC2,.,.,-6.7,.,.,.,19.3,-0.3,-3.6,18.7
CCN(c1ccc(NC(=O)COC(=O)c2ccc(C)s2)cc1)C(C)C,2.5,0.8,-11.3,4.9,-12.8,3.0,8.3,-0.2,-0.6,-16.8
CSc1ccc(CN2CCN(CCC(C)C)C(CCO)C2)cc1 (configuration not stated),0.4,-1.0,-7.9,-3.8,-26.9,-4.9,17.8,-0.2,32.0,1.0
COc1cc(/C=N/NC(=O)C(=O)NCc2cccnc2)ccc1O,18.3,-4.1,1.5,0.1,-25.4,0.1,27.3,-18.1,-4.3,-41.1
CC(/C=C/c1ccc2c(c1)OCO2)=N\NC(=O)COc1ccccc1C,12.4,3.8,-7.5,1.5,-21.5,1.0,0.7,0.2,0.0,3.4
CC(=O)Nc1ccc(C(=O)NNS(=O)(=O)c2ccc(C)cc2)cc1,-9.8,3.0,-2.6,0.3,-15.4,-2.7,21.1,-0.4,3.2,6.8
COc1cccc(NC(=O)COC(=O)c2cccnc2)c1,-19.3,2.7,0.5,-1.7,-36.6,-2.2,-37.0,0.3,-6.7,9.6
O=C(Nc1ccc(Cl)cc1)c1ccc2snnc2c1,30.4,-3.8,-0.3,3.8,-84.3,22.1,10.0,3.9,21.9,-149.2
O=C(CSc1nc2[nH]ncc2c(=O)[nH]1)c1ccccc1,26.6,-3.0,-12.7,-3.1,-8.8,4.4,8.8,0.3,-5.0,6.4
O=C(Nc1nc(-c2cc(F)ccc2F)cs1)c1cccc(N2C(=O)CCC2=O)c1,4.0,.,15.0,.,.,-0.1,6.2,0.2,5.1,10.3
CCOC(=O)c1c(NC(C)=O)sc2c(OCC(O)CN(CC)CC)c(Br)ccc12 (configuration not stated),-10.2,4.9,-0.3,3.3,4.7,-0.6,1.4,-5.7,10.8,-11.2
O=C(N/N=C/c1cc2ccccc2nc1Cl)/C(=C/c1cccs1)NC(=O)c1ccccc1,21.8,2.6,11.6,5.2,-3.2,0.7,17.7,0.4,-1.4,-0.7
O=C(O)/C=C/C(=O)NNC(=O)c1ccc(Cl)cc1Cl,-6.7,-6.9,3.3,-4.5,-18.0,0.8,11.4,-0.2,4.1,-9.1
Cc1ccc2nc(C)c(C(=O)NN=C3CCN(C)CC3)n2c1,6.9,0.0,1.5,19.4,38.0,-9.5,11.2,2.0,5.7,24.1

# Taken from above:
# `O=C(CSc1nc2[nH]ncc2c(=O)[nH]1)c1ccccc1` | HSP90 inh = -3.0
# `O=C(CSc1ncn(-c2ccccc2)n1)Nc1ccc2c(c1)OCO2` | HSF1 inhib = 0.5

# With a hit mark in aSyn 5UTR inh, of those listed so far:
canonical_smiles	HSF1 activator	HSP90 inh	KLF5 inhibitor	HSF1 inhib	AI-2 QS modul	Platelet DG rel	aSyn 5UTR inh
CCOC(=O)c1c(C)[nH]c(C(=O)Nc2ccc(NC(C)=O)cc2)c1C	-9.9	2.3	-13.1	-1.2	14.9	-1.3	89.5*

# Further results follow.
SMILES,HSF1 activator,HSP90 inh,SKKanGAS inh,IEC-6 cytotox,KLF5 inhibitor,HSF1 inhib,AI-2 QS modul,HIF act,Platelet DG rel,aSyn 5UTR inh
COc1ccc2c(CC(=O)NCC3CCC(C(=O)O)CC3)cc(=O)oc2c1 (configuration not stated),12.8,2.9,2.1,1.7,-14.4,-3.6,8.9,-0.1,23.3,-1.3
CC1(C)C(=O)C2(C(=O)NCc3ccccc3)CCC1C2 (configuration not stated),-42.2,16.5*,0.2,-4.9,-26.0,-31.1,18.9,1.3,4.7,0.8
O=C(/C=C/c1ccccc1)Nn1cnnc1,-1.1,2.8,2.9,-5.3,-3.9,-3.5,10.3,-0.1,-1.5,5.2
Cc1cccc(C)c1NC(=O)Cn1nnc(-c2ccc(CN3CCC(C)CC3)cc2)n1,-9.4,-0.6,-2.6,2.8,-1.1,-3.7,26.8,-0.4,-24.1,-1.5
COc1ccc(C(=O)Cn2nnc(-c3cccs3)n2)cc1,27.0,-0.2,5.5,1.3,-6.2,10.0,-80.5*,2.9,-2.7,-48.2
O=S(=O)(NCC(c1ccco1)N1CCN(c2ccccc2F)CC1)c1ccccc1 (configuration not stated),9.2,-5.9,1.5,-7.6,1.9,1.9,22.9,-1.1,-1.8,-25.9

# An unsorted share of the library; any-hit rate near 6%.
